Assay outcomes: PubChem, several laboratories
FXIIa inh – blocks human coagulation factor XIIa protease activity; P00748; purified FXIIa, Boc-QGR-AMC fluorogenic substrate, 2 h; inhibition, % at 5 µM; 220,000 compounds, 0.3% hits; AID 800; in the data active = inhibition above about 40%;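 note: 0% = enzyme with no compound and 100% = blank without enzyme; many of its hits are not listed in these tables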
KLK5 inh – kallikrein 5 (human) inhibition | Q9Y337 | recombinant hK5, fluorogenic AMC substrate cleavage | inhibition, % at 5 µM | 210,000 compounds, 0.59% hits | AID 873;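 active = inhibition of 40% or more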;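 note: 0% = enzyme controls without compound and 100% = no-enzyme blanks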
Target sequence (Q9Y337 67-293 limits assumed): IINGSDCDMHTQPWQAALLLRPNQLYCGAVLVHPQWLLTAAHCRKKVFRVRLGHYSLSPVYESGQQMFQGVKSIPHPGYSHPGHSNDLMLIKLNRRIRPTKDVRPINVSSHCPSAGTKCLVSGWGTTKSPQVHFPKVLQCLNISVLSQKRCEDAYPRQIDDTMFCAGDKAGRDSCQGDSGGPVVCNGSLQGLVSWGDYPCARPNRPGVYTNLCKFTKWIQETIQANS
Calpain2 inh – calpain II (pig) inhibition; inhibition, % at 16 µM; purified calpain II, fluorogenic peptide substrate, 30 min; 220,000 compounds, 0.37% hits;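 active = inhibition above about 50%, limit read from the data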
Rad51 HR inh – Rad51 (human) homologous recombination inhibition; hRad51 DNA strand exchange, fluorescence dequenching; inhibition, % at 10 µM; 200,000 compounds, 0.085% hits; AID 1385;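 active = inhibition above 40% at the single screening dose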;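 note: 0% = DMSO control wells and 100% = blanks with heterologous ssDNA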
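material = hRad51 filaments on single-stranded DNA | reagent = Donor/quencher-labelled 47-bp dsDNA substrate | compound = 10 µM final, single point | schedule = strand-exchange reaction 15 min at room temperature | measured by = fluorescein emission 520 nm, excitation 485 nm | read-out basis = % inhibition versus plate control and blank means | benchmarks = plate controls and plate blanks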
PERK inhibitor – inhibitors of human PERK kinase; AID 1416; CHO PERK-DD fusion, SEAP luminescence translation reporter; Q9NZJ5; 220,000 compounds, 0.17% hits; inhibition, % at 5.6 µM;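 active = inhibition above the mean inhibition of all tested compounds plus 3 SD, set separately per screening campaign, cut at about 2.9% in these data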;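 note: PERK kinase domain activated by AP20187 dimerizer at 100 nM; 0% = DMSO with dimerizer and 100% = rapamycin at 8.4 µM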
FXIa inh – blocks human coagulation factor XIa protease activity. purified FXIa, Boc-Glu-Ala-Arg-AMC fluorogenic substrate. inhibition, % at 5 µM. 220,000 compounds, 0.14% hits;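 active = inhibition of at least 40%; inactive = inhibition below 40%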;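 note: fluorescence of freed AMC excited at 355 nm; 0% = enzyme without compound and 100% = no enzyme blank; many of its hits are not listed in these tables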
Target sequence (P03951 19-387 limits assumed): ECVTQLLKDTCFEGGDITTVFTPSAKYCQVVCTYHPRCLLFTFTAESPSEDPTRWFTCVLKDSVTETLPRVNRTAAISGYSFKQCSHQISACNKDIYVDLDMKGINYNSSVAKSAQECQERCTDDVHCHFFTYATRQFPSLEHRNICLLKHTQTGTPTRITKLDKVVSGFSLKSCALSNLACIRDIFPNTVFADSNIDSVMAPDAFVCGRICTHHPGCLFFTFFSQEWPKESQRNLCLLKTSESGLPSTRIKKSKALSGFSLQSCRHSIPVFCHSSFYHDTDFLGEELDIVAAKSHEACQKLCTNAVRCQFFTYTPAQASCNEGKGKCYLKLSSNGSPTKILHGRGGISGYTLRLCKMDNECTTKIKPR
Target sequence (P03951 388-625 limits assumed): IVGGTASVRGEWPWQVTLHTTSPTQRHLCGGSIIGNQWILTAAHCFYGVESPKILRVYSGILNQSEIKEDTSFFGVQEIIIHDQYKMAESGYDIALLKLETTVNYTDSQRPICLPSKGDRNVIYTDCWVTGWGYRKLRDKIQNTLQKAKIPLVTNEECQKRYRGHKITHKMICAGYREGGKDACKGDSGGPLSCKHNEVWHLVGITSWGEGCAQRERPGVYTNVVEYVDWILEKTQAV
thrombin 1536 – inhibitors of human thrombin | P00734 | alpha-thrombin, Boc-VPR-AMC fluorogenic substrate cleavage | inhibition, % at 5 µM | 220,000 compounds, 0.26% hits;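 active = inhibition at or above 40%; inactive = inhibition below 40%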;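 note: 0% = enzyme with no compound and 100% = wells without enzyme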
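Material: human alpha-thrombin protein; Also added: Boc-VPR-AMC substrate, 15 µM final; Timing: enzyme reaction carried out at room temperature; Signal: fluorescence, ex 355 nm, em 460 nm; Measure: % inhibition of thrombin; Controls: enzyme without compound as high, wells lacking enzyme as low.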
Furin inhibitor – human furin inhibition; P09958; purified furin, fluorogenic substrate cleavage; inhibition, % at 30 µM; 220,000 compounds, 0.061% hits; AID 463115; in the data active = inhibition above about 25%; note: inactives centre near -15
Cl transport mod – modulators of human KCC2 chloride dependent transport. Q9H2X9. KCC2 cells, thallium flux FluoZin-2 fluorescence. B-score of Tl+ flux slope (higher = more flux/activation; lower = inhibition) at 10 µM. 190,000 compounds, 2.2% hits. AID 1456;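 active = thallium flux slope and its plate-corrected score both differing from the plate sample mean at a set confidence after two filtering rounds, in either direction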;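 note: slope of fluorescence scaled to starting intensity during 10 to 20 s after thallium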
Starred values were filed as active, the others as inactive; · = not tested or not shown; [ ] = remark or other dose.

1. CCOC(=O)Cc1cc(=O)[nH]c(=O)[nH]1
2. O=C(Nc1cccc(Cl)c1)O/N=C\c1ccncc1
3. CCOC(=O)c1ccc2nc(CCC(=O)N[C@H](C(=O)OC)C(C)C)c(=O)n(CC)c2c1
4. CCOC(=O)C1CCN(c2nc(-c3ccc(C)cc3)nc3ccccc23)CC1
5. CCOc1ccc(/C(O)=C2/C(=O)C(=O)N(c3cc(C)on3)C2c2ccc(C(=O)OC)cc2)cc1 (stereo not drawn)

Screen / compound no. | 1 | 2 | 3 | 4 | 5
Rad51 HR inh | -9 | 5 | -1 | -1 | 1
Furin inhibitor | -14 | -5[20 µM] | -14 | -18 | -15
KLK5 inh | -11 | -3 | -5 | -3 | -15
Calpain2 inh | 11 | 9 | -26 | 5 | -72
PERK inhibitor | 1.5 | 0.8 | 0.9 | -0.6 | 1.4
thrombin 1536 | 0 | -6 | -9 | 4 | 6
Cl transport mod | 1.8 | -0.31 | -0.34 | 0.85 | ·
FXIIa inh | -2 | 23 | 5 | 1 | -7
FXIa inh | 0 | 13 | 1 | -3 | -1

6. Cc1nn(C)c(C)c1/C=N/N=C1\CCC2C3CCc4cc(O)ccc4C3CCC12C (stereo not drawn)
7. O=C(CNC1C(=O)Nc2ccccc21)Sc1ccccc1 (stereo not drawn)
8. Cc1ccccc1C(=O)N1CCc2c([nH]c3ccccc23)C1C(F)(F)F (stereo not drawn)
9. Fc1ccc(NC(=S)Nc2cc(-c3ccccc3)[nH]n2)cc1Cl
10. Cc1nc(-c2ccc(C(=O)NCCO)cc2)cs1

Screen / compound no. | 6 | 7 | 8 | 9 | 10
Rad51 HR inh | · | 2 | 4 | 12 | 15
Furin inhibitor | -12[20 µM] | -19 | -6 | -29 | -30
KLK5 inh | 0 | -16 | -3 | -23 | -7
Calpain2 inh | -66 | 22 | -4 | -4 | -10
PERK inhibitor | 0.1 | 1.4 | 1.2 | 0.8 | 0.8
thrombin 1536 | -4 | -5 | 2 | 1 | 6
Cl transport mod | 0.25 | 0.23 | -0.061 | 0.26 | 0.95
FXIIa inh | 11 | -1 | 3 | -7 | 8
FXIa inh | 1 | 5 | -2 | -6 | -2

11. N#Cc1nc(COc2ccc(F)cc2)oc1NCCN1CCOCC1
12. OCCC1CN(Cc2cnc(-c3ccccc3)s2)CCN1C1CCCCC1 (stereo not drawn)
13. COCCNC(=O)c1ccc(CS(=O)(=O)c2ccc(Cl)cc2)o1
14. CC(=O)c1nn(-c2cccc(Cl)c2)cc1C(=O)c1ccco1
15. O=C(CS(=O)(=O)Cc1ccccc1)Nc1cccnc1

Screen / compound no. | 11 | 12 | 13 | 14 | 15
Rad51 HR inh | 1 | 24 | 0 | -5 | ·
Furin inhibitor | -20[20 µM] | -23 | -14 | -19 | -5[20 µM]
KLK5 inh | -26 | -4 | 2 | 9 | -7
Calpain2 inh | 14 | -13 | -15 | 19 | -13
PERK inhibitor | 0.1 | -0.7 | 0.8 | 0.5 | 1.7
thrombin 1536 | -15 | -5 | -5 | -2 | -2
Cl transport mod | -1 | -0.34 | 0.013 | · | 0.16
FXIIa inh | -7 | 4 | -7 | 4 | 11
FXIa inh | -11 | -1 | -3 | -6 | -6

16. CC1=NN(c2nc(-c3ccc(C)cc3)cs2)C(=O)C1N=Nc1ccccc1O (stereo not drawn)
17. CCNS(=O)(=O)c1cccc(C(=O)c2c(C)cc3ccccn23)c1
18. Cc1ccc(Sc2ccc(C(=O)N(C)C)cc2[N+](=O)[O-])cc1
19. COc1ccccc1-n1cnnc1SCC(=O)Nc1ncc(Cl)cc1Cl
20. Cc1ccc(SCCC(=O)N(C)C)cc1

Screen / compound no. | 16 | 17 | 18 | 19 | 20
Rad51 HR inh | -1 | · | 6 | 7 | 6
Furin inhibitor | -35 | -21 | -16 | -18 | -15[20 µM]
KLK5 inh | -7 | -11 | -30 | 3 | 0
Calpain2 inh | -125 | 3 | 14 | -90 | -19
PERK inhibitor | 0.9 | -0.3 | 0.2 | 0.2 | 0.6
thrombin 1536 | -4 | -3 | 2 | -4 | -4
Cl transport mod | -0.64 | -2.3 | -0.93 | 0.3 | 0.58
FXIIa inh | 13 | 8 | 10 | 1 | 10
FXIa inh | 0 | -1 | -2 | -1 | 1

A second format for 2 compounds above.
19	COc1ccccc1-n1cnnc1SCC(=O)Nc1ncc(Cl)cc1Cl
  Rad51 HR inh: 7; Furin inhibitor: -18; KLK5 inh: 3; Calpain2 inh: -90; PERK inhibitor: 0.2; thrombin 1536: -4; Cl transport mod: 0.3; FXIIa inh: 1; FXIa inh: -1
20	Cc1ccc(SCCC(=O)N(C)C)cc1
  Rad51 HR inh: 6; Furin inhibitor: -15[20 µM]; KLK5 inh: 0; Calpain2 inh: -19; PERK inhibitor: 0.6; thrombin 1536: -4; Cl transport mod: 0.58; FXIIa inh: 10; FXIa inh: 1

In another format: entries from further up.
Each structure is followed by: Rad51 HR inh	Furin inhibitor	KLK5 inh	Calpain2 inh	PERK inhibitor	thrombin 1536	Cl transport mod	FXIIa inh	FXIa inh
9. Fc1ccc(NC(=S)Nc2cc(-c3ccccc3)[nH]n2)cc1Cl
    12	-29	-23	-4	0.8	1	0.26	-7	-6
10. Cc1nc(-c2ccc(C(=O)NCCO)cc2)cs1
    15	-30	-7	-10	0.8	6	0.95	8	-2
11. N#Cc1nc(COc2ccc(F)cc2)oc1NCCN1CCOCC1
    1	-20[20 µM]	-26	14	0.1	-15	-1	-7	-11
12. OCCC1CN(Cc2cnc(-c3ccccc3)s2)CCN1C1CCCCC1 (stereo not drawn)
    24	-23	-4	-13	-0.7	-5	-0.34	4	-1
13. COCCNC(=O)c1ccc(CS(=O)(=O)c2ccc(Cl)cc2)o1
    0	-14	2	-15	0.8	-5	0.013	-7	-3
14. CC(=O)c1nn(-c2cccc(Cl)c2)cc1C(=O)c1ccco1
    -5	-19	9	19	0.5	-2	·	4	-6
15. O=C(CS(=O)(=O)Cc1ccccc1)Nc1cccnc1
    ·	-5[20 µM]	-7	-13	1.7	-2	0.16	11	-6
16. CC1=NN(c2nc(-c3ccc(C)cc3)cs2)C(=O)C1N=Nc1ccccc1O (stereo not drawn)
    -1	-35	-7	-125	0.9	-4	-0.64	13	0
17. CCNS(=O)(=O)c1cccc(C(=O)c2c(C)cc3ccccn23)c1
    ·	-21	-11	3	-0.3	-3	-2.3	8	-1
18. Cc1ccc(Sc2ccc(C(=O)N(C)C)cc2[N+](=O)[O-])cc1
    6	-16	-30	14	0.2	2	-0.93	10	-2
19. COc1ccccc1-n1cnnc1SCC(=O)Nc1ncc(Cl)cc1Cl
    7	-18	3	-90	0.2	-4	0.3	1	-1
20. Cc1ccc(SCCC(=O)N(C)C)cc1
    6	-15[20 µM]	0	-19	0.6	-4	0.58	10	1

Next section
21. C/C(=N\Nc1ccc(Cl)c(C(=O)O)c1)c1cc2ccccc2o1
22. COC(=O)c1cn(-c2nc(C)c3c(n2)CCC3)nn1
23. CC(=O)N(C(C)=O)c1nc2nc(C)cc(C)n2n1
24. Cc1onc(-c2ccccc2)c1C(=O)Nc1ccc(S(=O)(=O)N2CCCCC2)cc1
25. O=C(NCc1ccccc1)C1CC(=O)N(c2ccc(OCC(=O)N3CCCC3)cc2)C1 (stereo not drawn)
26. O=C(CSc1nccn1-c1ccc(F)cc1)NCc1ccc(F)cc1
27. C/C(=N\NC(=O)c1cccc(S(=O)(=O)Nc2ccccc2Cl)c1)c1ccco1
28. Clc1ccccc1CO/N=C1\CCCc2nonc21

Screen / compound no. | 21 | 22 | 23 | 24 | 25 | 26 | 27 | 28
Rad51 HR inh | 2 | -6 | -6 | -5 | 2 | · | -2 | -2
Furin inhibitor | -14 | 0 | -24 | -22 | -9[20 µM] | -19 | -7 | -16
KLK5 inh | -1 | -31 | -18 | -2 | -6 | 6 | -26 | -17
Calpain2 inh | -6 | 41 | 7 | -30 | 16 | 13 | -35 | 10
PERK inhibitor | 0.2 | 2.5 | 0.2 | -0.2 | -0.3 | 0.3 | -0.2 | 0.6
thrombin 1536 | -6 | -2 | -3 | 4 | 3 | -1 | -6 | -11
Cl transport mod | 0.63 | -0.69 | -0.25 | -0.91 | -0.5 | -0.49 | 0.92 | -0.39
FXIIa inh | · | -11 | -8 | -37 | 16 | 2 | 1 | 0
FXIa inh | 0 | -9 | -3 | 6 | 11 | -2 | -6 | -5

Not all compounds are listed, so the mix of outcomes need not match the whole.
